# MsrA act: bovine methionine sulfoxide reductase A activation; 360,000 compounds, 0.3% hits; AID 602163; activation, % at 10.6 µM; purified bovine MsrA, absorbance read-out; in the data active = activation above about 7.5%;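 also: 0% = vehicle and 100% = reference activator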
# eLon inh: inhibits E. coli Lon protease; P0A9M0; inhibition, % at 7.94 µM; 360,000 compounds, 0.42% hits; AID 602123; purified E. coli Lon protease, fluorescence polarization; in the data active = inhibition above about 13%, passing the limit was not always enough;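 also: 0% = enzyme with probe and DMSO and 100% = no enzyme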
# SKN-1 block: inhibitors of C. elegans SKN-1. C. elegans VP596 Pgst-4::GFP/RFP ratio, acrylamide-induced, 24 h. inhibition, % at 21.8 µM. 360,000 compounds, 0.49% hits. AID 624304;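 active = interference check ratio from 0.5 to 1.5 plus GFP to RFP signal ratio inhibition reaching or exceeding a fixed threshold, cut at about 30% in these data, passing the limit was not always enough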; also: some compounds called inactive have numbers as strong as hits
# Neddyl block: cullin neddylation inhibition. TR-FRET cullin neddylation, biochemical. 360,000 compounds, 0.58% hits. calls only at 25 µM. AID 651699; in the data active = inhibition above about 36%
# NRP1-CendR mod: modulators of CendR peptide binding to human neuropilin-1. O14786. FAM-RPARPAR peptide binding to NRP-1, fluorescence polarization. inhibition, % at 25 µM. 360,000 compounds, 0.85% hits. AID 602438;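 active = inhibition or corrected inhibition above about 18%, plus a signal ratio from 0.5 to 1.5, limit read from the data, passing the limit was not always enough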; also: strong numbers were not always called active
# FAS-TE inh: FAS thioesterase (human) inhibition. recombinant FAS-TE, OMFH fluorogenic substrate, fluorescence endpoint. P49327. 360,000 compounds, 0.67% hits. inhibition, % at 15 µM;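 active = compounds whose normalised, plate-corrected inhibition of enzyme fluorescence in the single-dose primary screen is 50% or more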;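 also: 0% = DMSO with enzyme and 100% = substrate without enzyme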
# MsrA inhibitor: inhibits bovine methionine sulfoxide reductase A; purified bovine MsrA, absorbance read-out; inhibition, % at 15.5 µM; 360,000 compounds, 0.75% hits; AID 651718; in the data active = inhibition above about 4.5%;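 also: 0% = vehicle wells with enzyme and 100% = reference inhibitor wells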
# MT1-MMP act inh: blocks activation of human MT1-MMP; P50281; HT1080 RFP-PRO-GFP cells, GFP/RFP ratio fluorescence, overnight; percent of plate control window, DMSO zero; GFP/RFP ratio change, % at 20 µM; 360,000 compounds, 0.061% hits; AID 651647;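 active = GFP/RFP ratio change of at least 30% with cell ATP level not reduced by more than half and red fluorescence within 50% of control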; also: strong numbers were not always called active
#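 Assay system: RFP-PRO-GFP reporter HT1080 cells; read-out basis: GFP/RFP fluorescence ratio; benchmarks: DMSO wells and RFP-L50D-GFP cells; doses: 20 µM single dose, 1% DMSO; schedule: overnight cell settling, then overnight compound exposure, 37 °C, 5% CO2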
# Rin1 Abl inh: human Rin1-Abl interaction inhibition; P00519+Q13671; TR-FRET Rin1/Abl binding, biochemical; inhibition, % at 7.35 µM; 360,000 compounds, 0.4% hits; in the data active = inhibition above about 5%, passing the limit was not always enough
# * marks the source's active call; other numbers are inactive results; i = inactive; · = no result given; + = active, no number.
compound	MsrA act	eLon inh	SKN-1 block	Neddyl block	NRP1-CendR mod	FAS-TE inh	MsrA inhibitor	MT1-MMP act inh	Rin1 Abl inh
CN(C)c1nc2c(c(=O)[nH]c(=O)n2C)n1Cc1ccccc1Br	-10	1	-3	i	10	-6	1.1	1	1
C[C@H](CO)N1C[C@H](C)[C@@H](CN(C)S(=O)(=O)c2ccc3c(c2)OCCCO3)OCc2cnnn2CCCC1=O	-1	-1	-11	i	12	-6	-1.5	6	3
O=C(NC(=S)Nc1ccccc1Br)C1CCC1	-6	-2	-5	i	0	2	-1.1	-2	-3
Cc1ccc(NC(=O)C/C(N)=N/OC(=O)Nc2ccc(C)c(Cl)c2)cc1	-2	-11	-5	i	12	4	-0.7	0	3
O=C(Cc1ccccc1[N+](=O)[O-])c1ccc2c(c1)OCO2	-4	-1	16	i	4	6	0.6	4	4
O=C1NC[C@@H](CCCCN2C[C@H](Cc3ccc(O)cc3)N(Cc3ccccc3)C(=O)C2=O)N(CC2CCCCC2)C1=O	-2	-2	11	i	-6	0	-0.9	3	·
COc1ccc(CCNC(=S)NC(=O)c2ccccc2)cc1OC	0	-6	13	i	-6	3	-1.1	4	2
Cc1ccc(C2c3c(oc4ccccc4c3=O)C(=O)N2CCCN2CCOCC2)o1 (configuration not stated)	-4	3	7	i	-12	-7	0.6	-5	4
CCN(CC)S(=O)(=O)c1ccc(C(=O)Nc2nnc(COC)o2)cc1	-5	-6	-8	i	3	-8	0.4	2	0
Cc1cc(=O)oc2cc(NC(=O)Cc3ccccc3)ccc12	-1	5	9	i	2	-2	1.8	2	4
OC[C@@H]1CN(Cc2cccs2)C[C@H](n2cnc3c(N4CCCC4)ncnc32)O1	-4	-6	13	i	-8	-8	-0.5	0	-3
Cc1ccc(C(=O)CC(C(=O)O)n2cncn2)cc1 (configuration not stated)	-5	-1	-13	i	-11	-1	-0.1	-5	-3
Cc1ccncc1C(N)=O	-2	-6	6	i	0	-2	-0.8	1	-1
Cc1cccnc1Nc1nc(-c2ccccn2)cs1	0	5	4	i	12	-5	0.4	0	-3
Cc1ccc(NC(=O)c2ccc(Cl)c(S(=O)(=O)N3CCCCC3)c2)nc1	-3	-1	-7	i	22	17	0.0	-3	0
COc1ccccc1OCCNC(=O)C1CC(=O)N(c2cccc(SC)c2)C1 (configuration not stated)	-2	-5	16	i	9	-2	0.3	-1	2
O=C(CCCc1c[nH]c2ccccc12)N1CCN(c2ccc(N3CCOCC3)nn2)CC1	-8	-6	-13	+	-15	-11	-0.1	4	0
c1cc2[nH]c3ccncc3c2cn1	-4	-1	14	i	7	-7	0.7	-7	-2
O=C1c2ccccc2NC(c2ccc(O)c(O)c2)N1c1ccccc1Cl (configuration not stated)	-3	1	0	+	4	-5	3.0	0	-1
COc1cccc(NC(=O)c2oc3ccccc3c2NC(C)=O)c1	-8	-5	0	i	6	-1	·	-6	-2
CC/C(O)=N\S(=O)(=O)c1ccc(N=NN(C)C)cc1	-3	6	7	i	-4	-3	3.2	0	-5
O/N=C/c1ccccc1Oc1ccccc1	-4	4	18	i	0	-9	-0.7	-1	2
Cc1ccc(-c2ccc3c(c2)O[C@H](CN(C)Cc2cncnc2)[C@@H](C)CN([C@H](C)CO)S3(=O)=O)cc1	-4	-8	2	i	18	6	0.4	-4	-2
CCc1ccc2[nH]c(=O)c(CN(CCO)C(=O)NCc3ccccc3)cc2c1	1	6	0	i	14	4	0.1	1	-5
Cc1[nH]c2ccccc2c1C(=O)COc1ccccc1F	-4	-4	8	i	-1	5	-0.8	0	-5
O=C(CSc1nccn1-c1cccc(Cl)c1)Nc1ccc2c(c1)OCCO2	3	-9	-10	i	7	4	-0.3	1	2
O=c1c(Sc2ccccc2)c(C(F)(F)F)[nH]n1-c1ccccc1	-14	3	8	i	-3	-2	0.3	-1	-4
O=C(Nc1cc(Cl)cc(Cl)c1)N1CCCN(Cc2ccccc2)CC1	-3	6	10	i	1	27	0.9	3	-1
Cc1cccc(C)c1-n1c(=O)n(Cc2ccccc2)c(=O)c2[nH]cnc21	-3	-2	-11	i	-4	-3	-1.9	2	-2
CCOC(=O)[C@H]1[C@H]2COc3cc(OC)ccc3[C@@H]2N2C(=O)N(c3ccc(Br)cc3)C(=O)[C@@]12C	0	-5	18	i	13	29	·	-1	2
O=C(c1cc(Cl)nc2ccccc12)N(Cc1nnc(-c2ccccc2Cl)o1)C1CC1	-2	13	-1	i	-1	12	1.0	1	1
O=C(C1=C[C@H](c2ccccc2)C[C@H](OCCCCO)O1)N1CCN(Cc2ccccc2)CC1	0	-13	7	i	-3	-3	0.5	2	5
O=C(CSc1ccccn1)Nc1nonc1[N+](=O)[O-]	-3	0	-13	i	13	5	0.0	-3	-1
N#C/C(=C(/O)CN1CCN(c2ccccc2F)CC1)c1nc(-c2ccc(Cl)cc2)cs1	-12	-4	1	i	0	-5	0.7	19	1
O=C(NN1C(=O)c2ccccc2NC1c1ccc([N+](=O)[O-])o1)c1ccccc1 (configuration not stated)	-4	-8	6	i	4	52*	3.1	-20	2
CC1CCCN(CC(=O)Nc2ccc(S(=O)(=O)NC3CCCCC3)cc2)C1 (configuration not stated)	-10	-9	-13	i	-2	2	-0.3	·	1
CN1C(=O)c2ccc(C(=O)Nc3ccc4c(c3)OCO4)cc2C1=O	-1	4	16	i	11	-4	-1.8	-3	1
Cc1ccc(/C=C/c2ccc(=O)n(Cc3ccc(Cl)cc3Cl)n2)cc1	-11	1	2	i	11	25	-0.7	-2	-1
CCOC(=O)/C(C#N)=C1/CCCCCN1C	-4	-6	0	i	3	-6	-0.5	3	0
CC[C@@H](C(=O)[C@@H](C)[C@@H](O)[C@H](C)CCc1ccc(C)c(O)c1C(=O)O)[C@H]1O[C@](CC)([C@H]2CC[C@](O)(CC)[C@H](C)O2)C[C@@H]1C	0	0	12	i	6	8	0.5	-6	1
COc1ccc(/C=N/N2CCN(Cc3ccccc3)CC2)cc1	2	-14	8	i	0	3	-0.3	1	1
CCOc1ccc(NS(=O)(=O)c2ccc(C(=O)N(C)CC(=O)Nc3cccc(OC)c3)cc2)cc1	-2	10	9	i	7	6	0.6	-1	-1
CCCCC(C(=O)OCC(=O)c1ccc(OC)cc1)N1C(=O)c2ccccc2C1=O (configuration not stated)	0	4	0	i	5	32	-0.1	-9	2
N#CC1(NC(=O)COC(=O)Cc2n[nH]c(=O)c3ccccc23)CCCCC1	-4	-7	-4	i	-4	-6	2.1	-2	2
COc1ccccc1S(=O)(=O)Cc1ccc(C(=O)NCc2ccco2)o1	-8	1	6	i	1	-5	-0.4	-1	2
COc1cccc2oc(-c3ccco3)cc(=O)c12	1	-4	6	i	-10	2	3.1	-4	-3
Cc1ccc(-c2[nH]nc3c2C(c2cccnc2)C(C#N)=C(N)O3)cc1 (configuration not stated)	-2	2	7	i	7	-1	-0.1	-5	0
Cc1ccc(SCC(=O)OCC(=O)NCc2cccs2)cc1C	-5	6	13	i	-5	-3	-0.5	2	-3
CC(=O)Nc1ccc(-n2nnnc2SCC(=O)NC2CCCC2)cc1	-4	-3	-9	i	6	-3	0.0	-2	-2
CC1Cc2ccccc2N1C(=O)COC(=O)CCc1nc2ccccc2c(=O)[nH]1 (configuration not stated)	-3	-6	2	i	17	-4	-0.3	-2	-1
CSc1ncc(Cl)c(C(=O)Nc2nnc(SC/C=C/c3ccccc3)s2)n1	-7	-1	14	i	-20	-1	1.0	2	3
CCOC(=O)c1cccc(NC(=O)CSc2nnc(-c3cccnc3)n2C)c1	-1	-6	22	i	-1	-5	1.0	0	-3
O=[N+]([O-])c1cccc(P(=O)(O)c2cccc([N+](=O)[O-])c2)c1	-2	-7	-2	i	-6	-1	-1.1	4	0
CCc1c(C#N)c(SCCC(=O)Nc2cccc(OC)c2)nc2c1C(=O)CC(C)(C)C2	2	-5	6	i	1	24	0.5	-1	-1
CC(C)Sc1ccc([N+](=O)[O-])cc1C(=O)Nc1ccncc1	-4	4	14	i	12	-3	2.2	-1	-2
Cc1ccc(C(=O)c2c3ccc(C(F)(F)F)cc3[n+]([O-])n2CCCC(N)=O)cc1	-1	3	1	i	-8	-4	2.2	8	-1
CCOC(=O)CSc1nc2sc3c(c2c(=O)[nH]1)CCCC3	-1	-4	14	i	-10	-4	1.7	7	2
CC1CN(S(=O)(=O)c2ccc(C(=O)O)cc2)CC(C)O1 (configuration not stated)	-1	0	11	i	-5	-4	1.7	0	-1
CCN(CC)S(=O)(=O)c1ccc2[nH]c(=O)cc(C(=O)Nc3ccccc3N3CCCC3)c2c1	-10	-18	-2	i	3	-8	1.0	-4	4
Cc1cccc(CSC2=NCCN2C(=O)c2ccc(S(=O)(=O)N(C)C)cc2)c1	-1	-4	7	i	-8	23	-0.1	1	-1

# Compound profiles (already shown). Screens in order: MsrA act, eLon inh, SKN-1 block, Neddyl block, NRP1-CendR mod, FAS-TE inh, MsrA inhibitor, MT1-MMP act inh, Rin1 Abl inh
# Cc1cccnc1Nc1nc(-c2ccccn2)cs1 reads 0, 5, 4, i, 12, -5, 0.4, 0, -3
# COc1ccc(/C=N/N2CCN(Cc3ccccc3)CC2)cc1 reads 2, -14, 8, i, 0, 3, -0.3, 1, 1
# COc1cccc2oc(-c3ccco3)cc(=O)c12 reads 1, -4, 6, i, -10, 2, 3.1, -4, -3
# COc1ccccc1OCCNC(=O)C1CC(=O)N(c2cccc(SC)c2)C1 (configuration not stated) reads -2, -5, 16, i, 9, -2, 0.3, -1, 2

# (further entries)
compound	MsrA act	eLon inh	SKN-1 block	Neddyl block	NRP1-CendR mod	FAS-TE inh	MsrA inhibitor	MT1-MMP act inh	Rin1 Abl inh
Cc1ccc(NC(=O)NNC(=O)COc2ccc(Cl)cc2)cc1	-11	9	-21	i	3	-4	0.8	4	3
O=C(Cc1ccccc1[N+](=O)[O-])Nc1ccccc1C(=O)N1CCOCC1	-1	1	-9	i	2	-5	-0.7	-1	0
O=C(OCc1c(Cl)cccc1Cl)c1ccccn1	-1	1	19	i	6	0	1.1	-1	-5
COc1ccccc1N1CCN(C2CC(=O)N(c3ccccc3)C2=O)CC1 (configuration not stated)	-2	-3	11	i	12	-3	-0.3	1	-1
O=C(NC1C2CC3CC(C2)CC1C3)c1ccc2c(c1)OCO2 (configuration not stated)	-3	-2	6	i	3	2	-0.8	-3	-1
CCCSc1nc2c(c(=O)[nH]c(=O)n2C)n1CCc1ccccc1	-3	-4	-2	i	18	-2	2.1	0	-3
NC(=O)CC1Nc2cccc3cccc(c23)NC1=O (configuration not stated)	-7	-5	6	i	-2	-8	0.5	-3	-1
S=C(NCCc1ccncc1)Nc1ccccc1	-2	-1	5	i	23	-3	1.8	1	1
O=S(=O)(c1cccs1)n1cnc2ccccc21	-5	-3	3	i	-18	6	0.6	6	3
CCOc1ccc(-n2c(SCC(N)=O)nc3c(c2=O)SCC3)cc1	-4	-4	-6	i	1	-2	1.1	-1	4
O=C(NCc1ccccc1)c1ccc(C2SCC(=O)N2Cc2ccccc2)cc1 (configuration not stated)	2	0	1	i	7	18	1.5	2	2
CC1CCCC(NC(=O)CN2C(=O)NC(C)(c3cc(F)ccc3F)C2=O)C1C (configuration not stated)	-1	-8	18	i	-8	-5	-1.2	2	6
CC(C)Cn1c(-c2ccccc2)nc(=S)c2c1CCCC2	-11	-4	11	i	-3	-4	2.3	-1	-4
C[C@@H](C(=O)NCCc1ccccc1F)N1C(=O)N2CCc3c([nH]c4ccccc34)[C@@]2(C)C1=O	0	0	2	i	2	23	-0.1	-10	-2

# Bioassay records as filed in PubChem BioAssay.
